Abeta rescue – qHTS for compounds that reverse cellular toxicity of Amyloid beta (A-beta) peptide in yeast: Primary Screen. yeast expressing A-beta42, growth rescue, OD600, 48 h; response scale: 0% DMSO, 100% iron-clioquinol control. Potency, µM (series often up to 46.1 µM), inactives show at the highest dose growth rescue, most hits filed as activators. actives 0.063% (n = 410,000); further: potency means the concentration at half of the fitted maximal effect; nearly all actives have a fitted effect of over 55% in size
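Yeast growth medium received pinned compounds, then yeast cells expressing toxic A-beta were added; plates incubated at 30 C for 48 hr. Growth read as absorbance at 600 nm, normalized to DMSO and equimolar FeCl3 plus clioquinol controls.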
PI5P4K alpha inh – qHTS for Inhibitors of phosphatidylinositol 5-phosphate 4-kinase (PI5P4K); Phosphatidylinositol 5-phosphate 4-kinase type-2 alpha (Homo sapiens), P48426; PI5P4Kalpha enzyme, ADP-Glo luminescence, 60 min; active compounds read low; max response, %; actives 1.2% (n = 330,000); AID 652105, 2013; active means max response of -50% or lower; inconclusive means between -30% and -50%; inactive means -30% or higher; further: value at the top dose of about 77 µM; on the % scale 0 is the no-effect control and ±100 the full control effect
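qHTS, 1536-well: enzyme/substrate mix, compound by pin tool, 5 microM ATP final; RT 60 min; ADP-Glo reagents 1 (45 min) then 2 (30 min); luminescence.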
PLK1 PBD inh – qHTS for Inhibitors of PLK1-PDB (polo-like kinase 1 - polo-box domain): Primary Screen | Potency, µM, inactives show max response, negative = inhibition, usual class: inhibitors | Plk1 PBD binding of FITC phosphopeptide, fluorescence polarization | AID 720504, 2013 | Serine/threonine-protein kinase PLK1 (Homo sapiens), P53350 | actives 2.8% (n = 360,000); further: potency means the concentration at half of the fitted maximal effect; series mostly up to about 57 µM; on the % scale 0 is the no-effect control and ±100 the full control effect; nearly all actives have a fitted effect of over 65% in size
WRN inhibitor – qHTS for Inhibitors of WRN Helicase. WRN helicase unwinding, fluorescent forked duplex, kinetic. Bifunctional 3'-5' exonuclease/ATP-dependent helicase WRN (Homo sapiens), Q14191. Potency, µM (titrated, usually from 114 µM), inactives show at the highest dose activity change, negative = inhibition, most hits filed as inhibitors. actives 0.46% (n = 360,000). AID 651768, 2012; further: potency means the concentration at half of the fitted maximal effect; on the % scale 0 is the no-effect control and ±100 the full control effect; nearly all actives have a fitted effect of over 55% in size
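Enzyme (20 nM final) and test compound sit together 15 min at room temperature before substrate addition. Substrate is a single-forked duplex oligonucleotide (100 nM) labelled with fluorophore and quencher, with 2 mM ATP; helicase unwinding raises red fluorescence, read kinetically.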
FUS yeast rescue – qHTS for Suppressors of FUS Proteinopathy: Primary screen using FUS-linked yeast assay. S. cerevisiae FUS-expressing, growth rescue, OD600, 24 h. Potency, µM (series often up to 76.6 µM), for inactives: top-dose growth rescue (activation), most hits filed as activators. actives 0.24% (n = 390,000). AID 1347120, 2019;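 further: potency means the concentration at half of the fitted maximal effect; plate controls were DMSO vehicle for no effect and reference control for full effect; nearly all actives have a fitted effect of over 55% in size; some results filed as inactive show a strong effect at the top dose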
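Absorbance at 600 nm, taken 24hr after compound addition, measured rescue of FUS-yeast growth at 30C. Induction used 2% galactose with seeding at OD 0.005. Controls: CP55940 from 92uM final, DMSO only.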
IL2 activator – qHTS of IL-2 Activators; activation, % (series mostly up to about 46 µM); AID 652025, 2013; IL-2 activation reporter assay, cell-based qHTS; stimulated with anti-CD3/CD4/CD28 beads; in transgenic mouse T cells; actives 0.065% (n = 360,000); in the data active means activation above about 50%; inconclusive means mostly about 30% to 49%; further: 0% is about no effect
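Unstimulated transgenic mouse T cells, 750 per well, received compound and, after 60 minutes, anti-CD3/anti-CD4 bead plus anti-CD28 stimulation. EGFP and DsRed were quantified after 18 hours.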
EPAC1 agonist – qHTS for Agonist of cAMP-regulated guanine nucleotide exchange factor 3 (EPAC1): primary screen. Rap guanine nucleotide exchange factor 3 (Homo sapiens), O95398. EPAC1 agonist qHTS, biochemical assay; response scale: 100% = response to 6.5 mM cAMP. Potency, µM (highest dose often 154 µM), for the others: at the highest dose activation, usual class: activators. actives 0.073% (n = 360,000). AID 720707, 2013; further: potency means the concentration at half of the fitted maximal effect; nearly all actives have a fitted effect of over 60% in size
Target sequence (O95398 whole entry, looked up): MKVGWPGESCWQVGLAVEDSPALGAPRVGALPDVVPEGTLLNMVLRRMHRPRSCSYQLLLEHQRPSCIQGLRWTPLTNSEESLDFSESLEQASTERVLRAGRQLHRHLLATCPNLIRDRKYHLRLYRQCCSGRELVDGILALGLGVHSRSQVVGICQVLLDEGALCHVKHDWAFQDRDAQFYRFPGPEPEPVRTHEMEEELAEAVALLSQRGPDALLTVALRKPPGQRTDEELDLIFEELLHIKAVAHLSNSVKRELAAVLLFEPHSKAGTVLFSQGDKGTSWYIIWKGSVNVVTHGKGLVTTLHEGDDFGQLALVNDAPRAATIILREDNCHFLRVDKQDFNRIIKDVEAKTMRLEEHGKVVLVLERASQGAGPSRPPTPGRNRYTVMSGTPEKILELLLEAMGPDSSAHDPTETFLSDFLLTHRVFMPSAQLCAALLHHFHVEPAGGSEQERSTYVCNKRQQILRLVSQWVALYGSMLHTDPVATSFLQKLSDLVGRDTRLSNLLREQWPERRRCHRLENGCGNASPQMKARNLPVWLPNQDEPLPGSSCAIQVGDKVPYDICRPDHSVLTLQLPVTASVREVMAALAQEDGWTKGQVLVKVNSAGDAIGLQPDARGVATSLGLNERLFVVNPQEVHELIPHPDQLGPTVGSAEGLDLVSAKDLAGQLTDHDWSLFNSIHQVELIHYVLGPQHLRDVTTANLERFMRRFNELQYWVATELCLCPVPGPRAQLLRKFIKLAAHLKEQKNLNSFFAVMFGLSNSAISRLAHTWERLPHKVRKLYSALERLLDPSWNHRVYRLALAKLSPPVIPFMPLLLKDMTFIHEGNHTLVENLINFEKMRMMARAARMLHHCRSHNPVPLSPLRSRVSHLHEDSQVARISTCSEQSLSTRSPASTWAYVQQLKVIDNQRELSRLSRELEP
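Nucleotide exchange by EPAC1 (100 nM) on Rap1B–BODIPY-GDP (250 nM) in the presence of 50 uM GDP is tracked fluorescently at 480/540 nm over 30 min. Signals are normalized to a 6.5 mM cAMP control.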
EPAC1 antag – qHTS for Antagonist of cAMP-regulated guanine nucleotide exchange factor 3 (EPAC1): primary screen | EPAC1 GEF assay, Rap1b-BODIPY-GDP exchange fluorescence | Potency, µM (highest dose often 115 µM), for the others: at the highest dose activity change, negative = inhibition, actives largely listed as inhibitors | Rap guanine nucleotide exchange factor 3 (Homo sapiens), O95398 | actives 0.14% (n = 360,000);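 further: potency means the concentration at half of the fitted maximal effect; plate controls were vehicle for no effect and positive control for full effect; nearly all actives have a fitted effect of over 50% in size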
* = called active by the depositor; ? = inconclusive; nt = no result given; & = joins results of further samples; [ ] = dose if it differs, or a comment. Unless noted, the call rests on the fitted dose curve; in most records, active means well fitted curve in the direction sought with a large enough effect; inconclusive means small, poorly fitted or top-dose-only effect, or another doubt; inactive means no such curve, though single readings can be large; an effect the other way counts as inactive or inconclusive.

SMILES	Abeta rescue	PI5P4K alpha inh	PLK1 PBD inh	WRN inhibitor	FUS yeast rescue	IL2 activator	EPAC1 agonist	EPAC1 antag
CN(C(=O)c1cccc(NC(=O)Cc2ccc(NC(=O)C3CCCN(C(=O)C4CC4)C3)cc2)c1)C1CCC1 (centres undefined)	-6%	-3	0%	-7%	9%	0.0	12%	4%
Cc1ccc(S(=O)(=O)CCC#N)cc1	-9%	0	-8%	1%	-18%	0.3	2%	-7%
Cc1ccc(N2C(=O)N(CC(=O)Nc3c(C)cc(C)cc3Cl)C(=O)C2C)cc1 (centres undefined)	27%	-2	-12%	-14%	11%	-2.7	4%	1%
Cc1ccc(OCc2nnc(SCC(=O)C(C)(C)C)n2Cc2ccco2)cc1	5%	-11	-7%	-17%	34%	-0.4	-4%	-18%
CCOc1ccc2nc(NC(=O)CN3CCN(c4ccccn4)CC3)sc2c1	19%	-6	-1%	-8%	11%	0.9	3%	11%
O=C(CSc1ccc([N+](=O)[O-])cc1)NCC1CCCCC1	2%	3	-20%	-7%	5%	-0.5	3%	-4%
O=C(NNC(=O)C1CC(c2cccnc2)=NO1)Nc1cccc(F)c1 (centres undefined)	6%	-8	-4%	-15%	nt	-5.9	-5%	-5%
COc1ccc(CCN2C(=O)NC(NC(=O)CC(C)C)(C(F)(F)F)C2=O)cc1OC (centres undefined)	-16%	1	-9%	-28%	nt	-1.3	8%	-24%
CC1CCCN(CC(=O)Nc2ccc(S(=O)(=O)N3CCCCC3)cc2)C1 (centres undefined)	-6%	nt	-2%	-8%[57.1 µM]	-1%	-1.5	-7%	6%
Cn1cc(S(=O)(=O)NCc2ccc(F)cc2)c(=O)n(C)c1=O	-15%	-1	-1%	7%	15%	-3.7	0%	26%
COc1ccc(OC)c(C(=O)N(C[C@H]2CC[C@@H]([C@@H]3CC[C@H](CO)O3)O2)C(C(=O)NC(C)(C)C)c2ccc(-c3ccccc3)cc2)c1 (some centres undefined)	5%	2	-12%	-6%	?	-0.4	2%	-7%
CCn1cc(C(=O)N2CCN(Cc3ccc4c(c3)OCO4)CC2)c2cc(OC)c(OC)cc2c1=O	7%	-7	?	11%	-21%	-2.3	-4%	6%

In the list so far, 2 have an aryl thioether with sulfur outside any ring:
SMILES	Abeta rescue	PI5P4K alpha inh	PLK1 PBD inh	WRN inhibitor	FUS yeast rescue	IL2 activator	EPAC1 agonist	EPAC1 antag
Cc1ccc(OCc2nnc(SCC(=O)C(C)(C)C)n2Cc2ccco2)cc1	5%	-11	-7%	-17%	34%	-0.4	-4%	-18%
O=C(CSc1ccc([N+](=O)[O-])cc1)NCC1CCCCC1	2%	3	-20%	-7%	5%	-0.5	3%	-4%

New compounds follow.
SMILES	Abeta rescue	PI5P4K alpha inh	PLK1 PBD inh	WRN inhibitor	FUS yeast rescue	IL2 activator	EPAC1 agonist	EPAC1 antag
O=C1/C(=C/c2ccc([N+](=O)[O-])cc2)Oc2cc(O)ccc21	-3%	-5	1%	-14%	1%	-1.4	4%	-6%
C[C@@H]1CN([C@H](C)CO)C(=O)CCCn2cc(nn2)CO[C@H]1CN(C)C(=O)Nc1ccc(F)cc1	-3%	0	-20%	11%	-11%	-2.8	-14%	21%
CC1CCc2cc(F)cc3c(O)c(C(=O)NCC4CCCO4)c(=O)n1c23 (centres undefined)	-48%[inhibitor]	20	-4%	1%	46%	-1.1	10%	1%
O=C(NCc1ccco1)C(=O)NCC1OCCN1S(=O)(=O)c1ccc(Br)cc1 (centres undefined)	-2%	-8	-5%	-1%	15%	-1.1	-8%	-20%
Cc1csc(NC(C)c2nc3cc(Cl)c(Cl)cc3n2CCCO)n1 (centres undefined)	-4%	0	-28%	-8%	-4%	-2.3	2%	-18%
O=c1c2ccccc2nc(N/N=C/c2ccc(O)cc2)n1O	-20%	2	?	-11%[57.1 µM]	30%	0.0	-3%	22%
COc1ccc(/C(O)=C2\C(=O)C(=O)N(c3cc(C)on3)C2c2cccc(OC)c2OC)cc1C (centres undefined)	-28%	-6	-4%	6%	?	-2.5	0%	14%
O=C(CN1CCN(Cc2ccc(F)cc2)CC1)NCc1ccccc1	-1%	-3	-10%	0%	-8%	-0.1	-2%	1%
c1ccc(N/N=C2\CCCc3ccccc32)nc1	14%	0	-5%	6%	20%	0.9	13%	-8%
Cc1cc(Cl)c(S(=O)(=O)NC2CCCCC2)cc1OCC(=O)Nc1nncs1	2%	4	-5%	0%	12%	0.4	-5%	9%
CCCn1c(SCC(=O)N(C)C2CCCCC2)n[nH]c1=O	3%	-10	-11%	8%	-48%	-0.5	18%	-3%
NC(N)=NC(N)=Nc1cccc2ccccc12	5%	-3	-2%	6%	0%	-2.7	7%	4%
Cc1cc(C)cc(NS(=O)(=O)c2ccc(NC(=S)NC(=O)c3cccs3)cc2)c1	12%	3	-5%	-17%	nt	-5.2	4%	-13%
Cc1cccc(/C=C/c2onc(C)c2S(=O)(=O)N2CCC(C(=O)N3CCCCC3)CC2)c1	-44%&-56%[inhibitor]	-5	-4%	-7%	?	-3.1	13%	0%
Cc1cc(C(=O)C(C)OC(=O)c2ccc(NC(=O)CC#N)cc2)c(C)n1-c1ccccc1 (centres undefined)	-1%	-19	2%	-10%	?	-4.0	-2%	-15%
Cc1cc(SC2CCOC2=O)nc2ccccc12 (centres undefined)	8%	-1	-24%	-4%	-41%	0.8	9%	2%
CN(CCOc1ccccc1)C(=O)c1cc(S(=O)(=O)N2CCOCC2)ccc1Cl	4%	1	-16%	15%	12%	-4.0	1%	-30%
CN1CCN(C(=O)Nc2ccccc2)CC1	-1%	-9	-7%	-21%	25%	1.1	-7%	-8%
O=C(Nc1ccc2c(c1)OCO2)c1csc(COCCO)n1	-16%	-3	-6%	-6%	-20%	0.0	2%	-7%
O=C(N/N=C/c1cccc(O)c1)c1cc2c(ccc3ccccc32)o1	-8%	0	-1%	8%	-8%	-1.1	-2%	0%
Cc1ccc(NNc2c(C)nc3ccccc3nc2=O)cc1	-8%	-25	-10%	-14%[57.1 µM]	-6%	-1.1	-5%	-8%
Cc1cc2c(c(=O)o1)C(c1cccs1)C(C#N)=C(N)O2 (centres undefined)	-2%	-7	-18%	10%	nt	-5.5	3%	6%
O=C(CSc1nnc(-c2ccco2)n1Cc1ccco1)Nc1ccccc1	7%	-17	-1%	1%	3%	-2.8	0%	11%
N/C(=N\OC(=O)c1ccco1)c1cccc([N+](=O)[O-])c1	-16%	-2	-11%	-8%	-1%	0.0	-6%	7%
O=C(CN1CCN(Cc2ccc3c(c2)OCO3)CC1)Nc1ccc2c(c1)OCO2	6%	0	-4%	4%	-2%	-3.2	3%	7%
O=C(Nc1ccc(S(=O)(=O)NCc2ccccc2)cc1)c1ccccc1[N+](=O)[O-]	10%	-5	2%	-3%	-14%	-2.8	-8%	-11%
O=C(NC(=S)Nn1cnnc1)c1ccccc1	8%	?	?	-4%	-14%	0.0	8%	-6%
COc1ccc(/C(C)=N/N2C(=O)c3ccccc3NC2c2ccc(O)c(OC)c2)cc1 (centres undefined)	-21%	4	-7%	-8%	-10%	1.5	-7%	-24%
O=C(NCCc1csc(-c2cccnc2)n1)c1c(F)cccc1F	1%	0	-4%	-3%	19%	0.4	5%	4%
Cc1cc(C(F)(F)F)nn1CC(=O)N1CCCC1	-13%	-6	-9%	-10%	-12%	4.2	7%	11%
O=C1CCCN1CCCNC(=S)Nc1ccc(Br)cc1Cl	0%	-24	?	3%	-31%	-3.8	-14%	-6%
CCN(CC)c1ccc(NC(=O)CCS(=O)(=O)c2cccc3nsnc23)c(C)c1	-8%&-11%	-7	-18%	10%	12%&1%	-1.3	-2%	2%
Cc1ccccc1Cn1cnc2c([N+](=O)[O-])c(C)c(C)cc21	1%	-1	0%	0%	11%	-1.6	8%	0%
CCn1c(SCC(=O)Nc2ccccc2)nc2c(c1=O)SCC2	-2%	-10	-14%	5%	3%	-0.4	-6%	5%
Cc1nn(-c2cc(N3CCOCC3)ccc2[N+](=O)[O-])c(=O)c2ccccc12	-9%	nt	-6%	0%	3%	-1.8	2%	7%
CN(C)CCN1CCN(c2cc(-c3cccc(Cl)c3)nc3ccnn23)CC1	-13%	-2	-12%	-1%	-8%	1.7	0%	2%
CC(=O)c1c(C)[nH]c(C(=O)NCc2ccccn2)c1C	-2%	0	-8%	4%	9%	-3.4	-2%	8%
CNC(=S)N1CCc2sccc2C1C (centres undefined)	-2%	-8	-5%	-10%	-2%	-0.9	-8%	-8%
CCC(C)N1C(=O)CCC1C(=O)N1CCN(c2ccccc2F)CC1 (centres undefined)	-10%	nt	-15%	-6%	16%	-1.9	1%	8%
CCOC(=O)c1cnc2cc(Cl)c(OC)cc2c1NCC1CCCO1 (centres undefined)	-2%	8	-12%	-8%	8%	-0.5	0%	-2%
Cc1ccc(N(CCO)C(=S)Nc2ccccc2)cc1	13%	0	-10%	1%	-18%	-2.8	11%	4%
CC(=O)Nc1sc(C)c(C)c1CN1CCN(Cc2ccccc2)CC1	-24%	2	-16%	3%	23%	3.1	1%	16%
CC(C)(C)OC(=O)N1CCc2onc(-c3ccccc3[N+](=O)[O-])c2C1=O	-6%	-2	3%	-1%	16%	0.4	3%	6%
COc1cccc(CN(C)CC(=O)Nc2cccc(C(F)(F)F)c2)c1OC	0%	1	-3%	-23%	-3%	-1.2	-2%	-14%
O=C1CC(N2CCC(c3nc4ccccc4o3)CC2)C(=O)N1c1ccc(F)cc1 (centres undefined)	-80%[inhibitor]	-4	-9%	-9%	-1%	1.5	-8%	?
